High-throughput results from PubChem BioAssay.
TAG inh = reduces triacylglycerol accumulation in H9c2 cells; Nile Red lipid (TAG) fluorescence; cells loaded with 200 µM oleic acid; inhibition, % at 12.5 µM; actives 0.66% (n = 230,000); AID 651582;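 active = pattern-corrected inhibition of lipid staining of at least 50% with the nuclear-stain viability signal not falling by more than 50%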;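 also: 0% = DMSO wells and 100% = triacsin C control wells; some results filed as inactive read as strong as hits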
TAG inh DAPI viability = further read-out of TAG inh, marked with its call; DAPI nuclei signal change (viability), lower = more cytotoxic, %;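 whole-well DAPI fluorescence read on a plate reader as a viability signal; minus 50 percent equals half of cells still viable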
* marks the source's active call; other numbers are inactive results. An excerpt (hit frequency here may not be typical).

| Structure | TAG inh | TAG inh DAPI viability |
| --- | --- | --- |
| CCCNC(=O)C1(CC2CC(c3ccccc3)=NO2)CCN(C(=O)c2cc(OCC)c(OCC)c(OCC)c2)CC1 (stereo not drawn) | 8 | 1 |
| CCCc1c(C(=O)N/N=C(\C)c2ccc3c(c2)OCO3)nnn1-c1nonc1N | -8 | 1 |
| CCN(CCCNC(=O)CNC(=O)Cn1cnc2ccccc2c1=O)c1ccccc1 | 13 | -6 |
| COC(=O)CC(NC(=O)C1CC1)c1ccc2c(c1)OCO2 (stereo not drawn) | 2 | -2 |
| COc1ccc(OCC(=O)Nc2nc3ccc(NC(C)=O)cc3s2)cc1 | -1 | 1 |
| C=C(C(=O)c1ccccc1)C(NC(C)(C)C)c1ccccc1 (stereo not drawn) | 49 | -69 |
| COc1ccc2sc(N(CCN(C)C)C(=O)/C=C/c3cccs3)nc2c1 | 21 | -4 |
| CC1CCN(C(=O)C2CCN(S(=O)(=O)c3cc(Cl)ccc3Cl)CC2)CC1 | -21 | -2 |
| c1ccc(C(c2nnnn2Cc2cccs2)N2CCN(C3CCCC3)CC2)cc1 (stereo not drawn) | -7 | 3 |
| Nc1ccc2nc(SCC(=O)c3ccccc3)sc2c1 | 0 | 5 |
| Nc1cc(=O)[nH]c(SCC(=O)Nc2cccc(S(=O)(=O)N3CCCCCC3)c2)n1 | 14 | -8 |
| Cc1cc(C)cc(Nc2ncc3c(n2)CC(c2ccco2)CC3=O)c1 (stereo not drawn) | 8 | -17 |
| CCOC(=O)c1sc(=S)n(-c2cc(OC)ccc2OC)c1N | 1 | -4 |
| O=C(Cc1cccs1)NCCCc1ccccc1 | -10 | 0 |
| O=C1c2ccccc2S(=O)(=O)c2cc(C(=O)N3CCN(c4ccc(Cl)cn4)CC3)ccc21 | -21 | -1 |
| CCCNC(=O)C[C@@H]1C[C@H]2c3cc(NC(=O)c4ccc5c(c4)OCO5)ccc3O[C@H]2[C@@H](CO)O1 | -13 | -3 |
| O=C(CCNS(=O)(=O)c1cccs1)NCc1ccco1 | -8 | 5 |
| Nc1c(N(Cc2ccco2)C(=O)c2ccccc2F)c(=O)[nH]c(=O)n1Cc1ccccc1 | 4 | 5 |
| COc1cccc(CN2CCN(Cc3ccc4cccc(F)c4n3)CC2CCO)c1 (stereo not drawn) | -16 | -3 |
| COc1ccccc1NC(=O)C(O)C(O)C(=O)Nc1ccccc1OC (stereo not drawn) | -7 | 12 |
| CCc1nn2c(NCCOC)cc(C)nc2c1-c1ccc(F)cc1 | 32 | 1 |
| COc1ccccc1OCCNC(=O)CNC(=O)c1ccc(Cl)c(Cl)c1 | -6 | 0 |
| Nn1c(SCC(=O)Nc2ccccc2F)nnc1-c1cccs1 | -3 | -4 |
| COc1ccc(N2CCN(C(=O)CSc3ncn[nH]3)CC2)cc1 | -13 | 3 |
| O=C(Nc1cccc(Cl)c1)c1csc([C@@H]2O[C@H](CO)[C@H](O)[C@H](O)[C@H]2O)n1 | -3 | -10 |
| CC1=C(C(=O)OCc2ccccc2)C(c2ccccc2)NC(=O)N1 (stereo not drawn) | 3 | 0 |
| O=C(CCN1C(=O)c2ccccc2S1(=O)=O)N1CCN(c2cccc(Cl)c2)CC1 | 0 | -2 |
| Cc1ccc(S(=O)(=O)N(C)C)cc1NC(=S)NCCCn1ccnc1 | -5 | -10 |
| Cc1c(-c2cc(C(=O)O)no2)cnn1C | 0 | -9 |
| CC(C)(C)NC[C@H](O)COc1cccc2c1CCCC2=O | -9 | -3 |

Compound profiles, as listed above. Order of screens: TAG inh, TAG inh DAPI viability
`O=C(CCNS(=O)(=O)c1cccs1)NCc1ccco1` reads -8, 5
`CCCNC(=O)C1(CC2CC(c3ccccc3)=NO2)CCN(C(=O)c2cc(OCC)c(OCC)c(OCC)c2)CC1` (stereo not drawn) reads 8, 1
`COc1ccc2sc(N(CCN(C)C)C(=O)/C=C/c3cccs3)nc2c1` reads 21, -4
`CCCc1c(C(=O)N/N=C(\C)c2ccc3c(c2)OCO3)nnn1-c1nonc1N` reads -8, 1
`CC1=C(C(=O)OCc2ccccc2)C(c2ccccc2)NC(=O)N1` (stereo not drawn) reads 3, 0

Among those listed so far, these contain a tert-butyl group:
| Structure | TAG inh | TAG inh DAPI viability |
| --- | --- | --- |
| C=C(C(=O)c1ccccc1)C(NC(C)(C)C)c1ccccc1 (stereo not drawn) | 49 | -69 |
| CC(C)(C)NC[C@H](O)COc1cccc2c1CCCC2=O | -9 | -3 |

Other compounds follow:
| Structure | TAG inh | TAG inh DAPI viability |
| --- | --- | --- |
| CCn1cc(C(=O)OCC(=O)OC2CC(C)CCC2C(C)C)c(=O)c2ccc(C)nc21 (stereo not drawn) | -2 | -2 |
| COc1ccc(C(=O)N(Cc2ccccc2)c2ccc(C)cc2)cc1S(=O)(=O)N1CCOCC1 | -1 | 1 |
| COc1ccc2[nH]c(-c3cccc(F)c3)cc(=O)c2c1 | 36 | -14 |
| CC(C)(C)NC(=O)CN(Cc1ccc2c(c1)OCO2)C(=O)CCC(=O)Nc1nccs1 | -29 | 4 |
| CN(CC(=O)Nc1ccccc1-c1ccccc1)Cc1ccccc1Cl | -43 | 16 |
| Cc1noc(NC(=O)c2ccccc2Cl)c1C#N | -4 | 5 |
| O=C(NCc1ccccc1)c1ccc(CN(c2ccccn2)S(=O)(=O)c2ccccc2)cc1 | -2 | 7 |
| Cc1cccc(OCCOC(=O)Nc2ccccc2)c1 | -31 | 1 |
| c1ccc(CSc2nnc3ccc(-c4ccncc4)nn23)cc1 | -2 | -2 |
| O=C(NC1CCSC1)c1cccc(Cl)c1 (stereo not drawn) | 4 | 2 |
| CC(C)=CC(=O)Nc1nnc(-c2ccccc2C)s1 | 1 | 8 |
| CCN(CC)S(=O)(=O)c1ccc(NC(=O)Nc2cccc(C(F)(F)F)c2)cc1 | -59 | 9 |
| Cc1ccc(-n2ccnc(SCC(=O)NC3CCCCC3)c2=O)cc1F | -6 | 6 |
| Cc1cccc(NS(=O)(=O)c2cccc(C(=O)N3CCCC3)c2)c1 | -4 | 5 |
| NC(=O)CNC(=O)c1cccc(Cl)c1 | -1 | -5 |
| N#Cc1cnc2cc(-c3ccccc3)nn2c1N | 3 | -1 |
| CCOC(=O)c1nc2c(ccc3ccccc32)cc1C | 7 | 9 |
| O=C(Nc1ccc2nc(C3CC3)n(Cc3ccccc3)c(=O)c2c1)C1CC1 | -4 | 5 |
| O=C(CN1CCCCC1)NNc1nc(-c2ccccc2)c2cc(Cl)ccc2n1 | 1 | 11 |
| CC1CCN(CCNC(=S)Nc2ccc(Cl)cc2)CC1 | 2 | 3 |
| COCC(=O)NC1CCN(C(=O)NCc2ccccc2)CC1 | -19 | 2 |
| O=C(CCCCN1CCCCC1)c1ccccc1 | -2 | -14 |
| CCC(=O)c1c[nH]c(C(=O)NCc2ccco2)c1 | 22 | -5 |
| CCn1ccnc1CN1CCc2c([nH]c3ccccc23)C1CC(C)C (stereo not drawn) | -2 | 7 |
| COc1ccccc1C(=O)NC(CCSC)C(=O)NNC(=O)c1ccccc1C (stereo not drawn) | -3 | 3 |
| CN(Cc1ccccc1)C(=O)CCC1CCN(C(=O)c2ccccc2C(F)(F)F)CC1 | -13 | 2 |
| O=C(Nc1ccc(F)cc1Cl)c1ccc2c(=O)n3c(nc2c1)CCCCC3 | -3 | -8 |
| C[C@H](CO)N1C[C@H](C)[C@@H](CN(C)C(=O)Nc2cccc(F)c2)Oc2ncc(Br)cc2C1=O | 22 | -21 |
| COc1ccc(C2Nc3cc(OC)ccc3-n3cccc32)cc1 (stereo not drawn) | -14 | 47 |
| CN(c1ccccc1C(=O)Nc1ccc(F)c(F)c1)S(C)(=O)=O | 13 | -17 |

(next part)
| Structure | TAG inh | TAG inh DAPI viability |
| --- | --- | --- |
| C=CCOc1cccc(C2/C(=C(/O)c3ccc(Cl)cc3)C(=O)C(=O)N2CCN2CCOCC2)c1 (stereo not drawn) | -1 | 4 |
| CN(Cc1ccc(F)cc1)Cc1nc(-c2ccccc2)no1 | 0 | -13 |
| CN(CC(=O)Nc1ccc(F)cc1)C(=O)c1ccccc1Sc1ccccc1C#N | -17 | -6 |
| CN(/N=C/c1cc(Cl)cc(Cl)c1O)C(=S)NC(C)(C)C | -1 | 3 |
| Cc1cc(Nc2ncc(Cl)cc2Cl)n(-c2ccccc2C)n1 | -14 | 8 |
| Cn1c(=O)n(CC(=O)O)c(=O)c2c1nc1n2CCCN1Cc1ccccc1 | -1 | -8 |
| COc1ccc(N2CCN(C(=O)COC(=O)[C@@H](NC(=O)c3c(F)cccc3F)C(C)C)CC2)cc1 | -6 | 4 |
| CC(C)N(C(=O)[C@H]1C[C@H](CC(=O)NCCCN(C)C)C(=O)N2CCc3c([nH]c4cc(CCC(=O)N(C)C)ccc34)[C@]12C)C(C)C | 1 | -1 |
| O=C(CN1C(=O)NC2(CCCC2)C1=O)OCc1ccc(F)cc1 | 5 | -13 |
| CCCC(=O)NC(c1ccc(OC)cc1)c1ccc2cccnc2c1O (stereo not drawn) | 54 | -54 |
| COc1ccc(-c2nnn(CC(=O)N(CC(=O)NC3CCCC3)Cc3ccco3)n2)cc1OC | -2 | 1 |
| O=C(NC1CCCCC1)N(CCO)Cc1cc2cc3c(cc2[nH]c1=O)OCCO3 | 10 | -2 |
| CCCC(C(=O)NCCC(C)C)N(Cc1ccccc1)C(=O)c1snc(C(N)=O)c1N (stereo not drawn) | -1 | -2 |
| CC1CC(C)(C)NC(=S)N1CCCC(=O)NCCc1ccc(Cl)cc1 (stereo not drawn) | -4 | 0 |
| COc1cc(NC(=O)CS(=O)(=O)c2ccc(C)cc2)cc(OC)c1OC | 9 | -9 |
| CCS(=O)(=O)c1ccc2oc(SCC(=O)NCCc3ccc(OC)cc3)nc2c1 | 10 | -7 |
| CN(C)c1ccc(/C=C2/C=C(c3ccc4c(c3)CCCC4)OC2=O)cc1 | 2 | 10 |
| COc1ccc(C(C)=O)cc1CSc1ccccn1 | -2 | 6 |
| CC(Cc1ccccn1)NC(=O)c1ccc(OC2CCN(Cc3ccccn3)CC2)cc1 (stereo not drawn) | -7 | 1 |
| COC(=O)c1sccc1S(=O)(=O)Nc1ccc(S(N)(=O)=O)cc1 | -1 | 10 |
| CCOc1ccc(CCNC(=O)COC(=O)COc2cc(C)cc(C)c2)cc1OCC | -10 | 2 |
| CCOC(=O)c1cccc(NC(=O)c2cnc3ccccc3n2)c1 | 0 | -14 |
| O=C(Cc1ccccc1)N1CCN(C(=O)c2ccc([N+](=O)[O-])cc2)CC1 | 11 | -2 |
| CC1=Nc2ccccc2N=C(NC(=O)/C=C/C(=O)O)C1c1ccccc1 (stereo not drawn) | -3 | 6 |
| COc1ccc([C@H]2CC(=O)C=C(c3cccc(C(C)C)c3)C2)cc1OC | -45 | 9 |
| O=C(O)CN1C(=O)c2ccc(Oc3ccc4c(c3)C(=O)N(CC(=O)O)C4=O)cc2C1=O | 2 | -6 |
| Cc1ccccc1-c1nc(CS(=O)(=O)CC(=O)NCc2ccc(F)cc2)c(C)o1 | -4 | 3 |
| O=C(COC(=O)/C=C/c1ccc(Cl)cc1)NC1CCS(=O)(=O)C1 (stereo not drawn) | 1 | -2 |
| O=C(NCCN1CCOCC1)c1cn(CCc2ccccc2)nn1 | -2 | 0 |
| CC(C)N1CCN(Cc2ccc(C#CC(C)(C)O)s2)CC1CCO (stereo not drawn) | -2 | 65 |

Continued:
| Structure | TAG inh | TAG inh DAPI viability |
| --- | --- | --- |
| CN(C(=O)c1cccc(NC(=O)Cc2ccc(NC(=O)C3CCCN(C(=O)CCc4ccccc4)C3)cc2)c1)C1CCC1 (stereo not drawn) | -22 | 0 |
| CCNC(=S)NNC(=O)CCn1c2ccccc2c2ccccc21 | -2 | 5 |
| CCCCNS(=O)(=O)NC(=O)C1=C(N2CCCC2)COC1=O | 7 | -7 |
| COc1ccccc1Cn1c(=S)[nH]c2cc(C(=O)NCC3CCCO3)ccc2c1=O (stereo not drawn) | -3 | 5 |
| COc1ccc(N2C(=O)CCC(C(=O)NCc3ccccn3)C2c2ccc(F)cc2)cc1 (stereo not drawn) | -8 | 6 |
| CCCC(=O)N1CCC1(C)C(=O)Nc1cc(-c2ccccc2)nn1C (stereo not drawn) | -12 | 5 |
| OC(c1ccc2c(c1)OCO2)c1ncc(-c2ccccc2)[nH]1 (stereo not drawn) | -4 | -1 |
| CC(NC(=O)c1cc2c(cc1Cl)N1CCCCCC1=NS2(=O)=O)c1ccc(S(N)(=O)=O)cc1 (stereo not drawn) | -5 | 1 |
| Cc1ccc(NC(=O)O/N=C2\CCCCC2c2ccc([N+](=O)[O-])cc2[N+](=O)[O-])cc1 (stereo not drawn) | -33 | 8 |
| NC(=O)CN1C(=O)C2C3CCC(C3)C2C1=O (stereo not drawn) | 16 | -2 |
| COc1cccc(-c2nn(C)c3sc(C(=O)NCc4ccc(C)o4)cc23)c1 | 39 | -1 |
| O=C(Oc1cccc(-n2cnnn2)c1)c1ccccc1 | 9 | -3 |
| O=c1c2ccccc2ncn1-c1ccc(Cl)cc1Cl | -2 | 2 |
| COc1ccc(OCC(=O)Nc2c3c(nn2C(C)(C)C)CSC3)cc1 | 16 | -9 |
| COC(=O)[C@@]12CCCN1[C@H](c1ccc(SC3CCCCC3)cc1)[C@H]1C(=O)N(C)C(=O)[C@H]12 | -7 | -5 |
| COc1ccccc1-c1cnc(C(O)c2ccc(SC)cc2)[nH]1 (stereo not drawn) | -9 | 5 |
| OCC1(CCCc2ccccc2)CCN(Cc2cc(F)ccc2F)CC1 | 11 | -6 |
| CC1=CC(=C(C#N)C#N)c2ccccc2N1C | 3 | 3 |
| CCN(CC(=O)Nc1ccc2c(c1)OCCO2)CC(=O)Nc1ccc2c(c1)OCO2 | 7 | 2 |
| CNC(=O)CSc1ncnc2c1cnn2-c1ccccc1 | -3 | 12 |
| O=C(CSc1cccc[n+]1[O-])Nc1ccc2c(c1)OCCO2 | -6 | 2 |
| O=C(C[C@H]1C/C=C\C[C@@H](Cc2ccc(F)cc2)C(=O)OC[C@H]2CCCN2C1=O)N[C@H](CO)Cc1ccccc1 | 5 | -2 |
| O=C(/C=C/c1ccc(Cl)cc1)N1CCOCC1 | 1 | 6 |
